# Screening results as filed in PubChem.
# Mtb BioA inh = BioA (M. tuberculosis) enzyme inhibition | purified M. tuberculosis BioA enzyme, plate reader | inhibition, % at 9.99 µM | actives 0.096% (n = 360,000) | AID 602481; in the data active means inhibition above about 40%
# An asterisk follows results filed as active.
# Sample of the layout (six entries):
SMILES,Mtb BioA inh
O=C(C[C@H]1CC[C@H]2[C@@H](COC[C@@H](O)CN2Cc2ccccc2)O1)N[C@H]1CCN(Cc2ccccc2)C1,0.1
O=C(C[C@H]1CC[C@@H](NC(=O)Nc2ccccc2)[C@@H](CO)O1)NCc1cccc(F)c1,-0.9
COc1cccc(-c2cnc3c(c2)C(=O)N([C@@H](C)CO)C[C@H](C)[C@H](CN(C)Cc2cccnc2)O3)c1,16
C[C@@H]1CCCCO[C@@H](CN(C)CC2CCCCC2)[C@H](C)CN([C@H](C)CO)C(=O)c2cc(NS(=O)(=O)c3ccc(F)cc3)ccc2O1,1.4
C[C@H](CO)N1C[C@H](C)[C@H](CN(C)C(=O)Nc2ccc(F)cc2)OCCCC[C@H](C)Oc2ccc(NC(=O)c3ccccc3)cc2C1=O,1.3
C[C@@H]1CN([C@H](C)CO)C(=O)c2cccc(NS(C)(=O)=O)c2O[C@H]1CN(C)C(=O)Nc1ccccc1,-1.3

# The listing, previewed entries included:
SMILES,Mtb BioA inh
O=C(C[C@H]1CC[C@H]2[C@@H](COC[C@@H](O)CN2Cc2ccccc2)O1)N[C@H]1CCN(Cc2ccccc2)C1,0.1
O=C(C[C@H]1CC[C@@H](NC(=O)Nc2ccccc2)[C@@H](CO)O1)NCc1cccc(F)c1,-0.9
COc1cccc(-c2cnc3c(c2)C(=O)N([C@@H](C)CO)C[C@H](C)[C@H](CN(C)Cc2cccnc2)O3)c1,16
C[C@@H]1CCCCO[C@@H](CN(C)CC2CCCCC2)[C@H](C)CN([C@H](C)CO)C(=O)c2cc(NS(=O)(=O)c3ccc(F)cc3)ccc2O1,1.4
C[C@H](CO)N1C[C@H](C)[C@H](CN(C)C(=O)Nc2ccc(F)cc2)OCCCC[C@H](C)Oc2ccc(NC(=O)c3ccccc3)cc2C1=O,1.3
C[C@@H]1CN([C@H](C)CO)C(=O)c2cccc(NS(C)(=O)=O)c2O[C@H]1CN(C)C(=O)Nc1ccccc1,-1.3
CCCNC(=O)C[C@H]1CC[C@@H]2[C@H](COC[C@H](O)CN2C(=O)c2ccc(F)cc2)O1,-1.6
COc1ccc(S(=O)(=O)Nc2ccc3c(c2)CC(=O)N([C@H](C)CO)C[C@@H](C)[C@@H](CN(C)C(=O)Nc2cccc4ccccc24)O3)cc1,-0.7
C[C@@H]1CCCCO[C@@H](CN(C)CC2CCCCC2)[C@H](C)CN([C@@H](C)CO)C(=O)c2cc(NS(=O)(=O)c3cn(C)cn3)ccc2O1,-0.7
Cc1noc(C)c1NC(=O)Nc1cccc2c1O[C@@H](CN(C)C(=O)NC(C)C)[C@@H](C)CN([C@@H](C)CO)C2=O,0.1
O=C(C[C@@H]1CC[C@H]2[C@@H](COC[C@@H](O)CN2C(=O)c2cnccn2)O1)NCc1ccc(Oc2ccccc2)cc1,0.2
CS(=O)(=O)N1CCCCN2[C@H](C1)[C@@H](c1ccc(C#Cc3ccccn3)cc1)[C@@H]2CO,-0.9
C[C@@H]1CN([C@@H](C)CO)C(=O)Cc2cc(NC(=O)CCC(F)(F)F)ccc2O[C@@H]1CN(C)Cc1ccc2c(c1)OCO2,-0.5
CC(C)(C)S(=O)N1Cc2cc(C(=O)NCCCN3CCOCC3)nc(-c3cccc(-c4cccc(F)c4)c3)c2[C@H]1CCO (stereo not given in full),0.3
C[C@@H]1CCCCO[C@@H](CN(C)C(=O)Nc2ccc(C(F)(F)F)cc2)[C@H](C)CN([C@@H](C)CO)C(=O)c2cc(NS(=O)(=O)c3cn(C)cn3)ccc2O1,0.2
C[C@H](CO)N1C[C@H](C)[C@@H](CN(C)Cc2ccccc2)Oc2ncc(C3=CCCCC3)cc2C1=O,1.8
COCC(=O)N1CCCCN2[C@H](CO)[C@@H](c3ccc(-c4ccccc4)cc3)[C@@H]2C1,1.0
CCCN1[C@@H]2c3cccc(=O)n3C[C@H]1[C@H](CO)[C@H]2C(=O)Nc1ccccc1,-1.9
O=C(C[C@H]1CC[C@H]2[C@@H](COC[C@@H](O)CN2Cc2ccccc2F)O1)NC1CCC1,0.8
CO[C@@H]1CN(C)C(=O)c2cc(NC(=O)C3CCOCC3)ccc2OC[C@@H](C)N(Cc2cccnc2)C[C@@H]1C,0.6
COC(=O)[C@H]1[C@H](CO)[C@H]2Cn3c(ccc(C4=CCCCC4)c3=O)[C@@H]1N2C(=O)Cc1ccccn1,0.8
CCO[C@@H]1OC(C(=O)N2CCN(Cc3ccccc3)CC2)=C[C@H](c2ccc3c(c2)OCO3)[C@H]1CCCO,2.4
COCC(=O)N1[C@H](CO)[C@H](c2ccc(C3=CCCCC3)cc2)[C@@H]1C#N,4.0
C[C@@H]1CN([C@@H](C)CO)C(=O)c2cc(-c3cccc(F)c3)cnc2O[C@@H]1CN(C)CC1CCOCC1,-2.9
C[C@H]1CN([C@@H](C)CO)C(=O)Cc2cc(NC(=O)Cn3cnnn3)ccc2O[C@@H]1CN(C)C(=O)Nc1ccc2c(c1)OCO2,-2.2
O=S(=O)(c1ccc(F)cc1)N1CCCCN2[C@H](C1)[C@@H](c1ccc(-c3ccccc3F)cc1)[C@@H]2CO,-4.2
C[C@H]1CN([C@@H](C)CO)C(=O)c2cccc(NC(=O)c3ccc(-c4nccs4)cc3)c2O[C@H]1CN(C)C(=O)Nc1cccc2ccccc12,0.3
CNC[C@@H]1OCCCC[C@H](C)Oc2ccc(NC(=O)NC3CCCCC3)cc2C(=O)N([C@@H](C)CO)C[C@@H]1C,-1.1
COc1ccc(CN(C)C[C@H]2Oc3ccc(NC(=O)C4CCCCC4)cc3CC(=O)N([C@H](C)CO)C[C@@H]2C)cc1,4.6
C[C@H](CO)N1C[C@H](C)[C@H](CN(C)C(=O)c2cccc(F)c2)Oc2ncc(C#CCN(C)C)cc2C1=O,-3.4
C[C@@H]1CN([C@H](C)CO)C(=O)c2c(c3ccccc3n2C)-c2ccccc2CO[C@@H]1CN(C)C,1.4
COc1ccccc1CNC(=O)C[C@H]1C[C@H]2c3cc(NC(=O)CN(C)C)ccc3O[C@H]2[C@@H](CO)O1,-0.5
C[C@@H]1CN([C@H](C)CO)C(=O)c2cc(-c3cccc(C(=O)N(C)C)c3)cnc2O[C@@H]1CN(C)S(=O)(=O)c1cccc(F)c1,-1.4
CN(C)C(=O)[C@H]1[C@H](CO)[C@H]2Cn3c(ccc(C4=CCCC4)c3=O)[C@@H]1N2C(=O)c1ccccc1,-1.0
C[C@H]1CN([C@@H](C)CO)C(=O)Cc2cc(NC(=O)Nc3ccc(F)cc3)ccc2O[C@@H]1CN(C)CC1CC1,0.1
C[C@@H]1CCCCO[C@@H](CN(C)Cc2ccc3c(c2)OCO3)[C@@H](C)CN([C@H](C)CO)C(=O)c2cc(NC(=O)Cc3ccccc3)ccc2O1,-2.6
C[C@@H]1CN([C@H](C)CO)S(=O)(=O)c2ccc(C#Cc3ccccc3)cc2O[C@@H]1CN(C)C(=O)Cc1ccccn1,2.9
O=C(C[C@H]1CC[C@H]2NC[C@@H](O)COC[C@@H]2O1)N1CCc2ccccc2C1,-0.8
C[C@@H]1CN([C@H](C)CO)C(=O)c2cc(C#CC3CCCC3)cnc2O[C@@H]1CN(C)S(=O)(=O)c1cccc(F)c1,-0.9
COCC(=O)Nc1ccc2c(c1)OC[C@@H](C)N(C(C)=O)C[C@@H](C)[C@@H](OC)CN(C)C2=O,-0.4
COc1cccc(S(=O)(=O)N(C)C[C@@H]2OCc3ccccc3-c3ccccc3C(=O)N([C@@H](C)CO)C[C@H]2C)c1,4.2
CNC[C@H]1OCCCC[C@H](C)Oc2ccc(NC(=O)NC(C)C)cc2C(=O)N([C@@H](C)CO)C[C@H]1C,-1.0
C[C@@H]1CN([C@@H](C)CO)C(=O)c2cccc(NS(=O)(=O)c3cn(C)cn3)c2O[C@@H]1CN(C)CC1CC1,-0.2
COc1cccc(S(=O)(=O)N[C@H]2CC[C@@H](CC(=O)NCc3ccncc3)O[C@@H]2CO)c1,-0.7
CO[C@H]1CC[C@H]2CCOc3ccc(C#N)cc3C(=O)N(C)C[C@@H](OC)[C@H](C)C(=O)N(C)C[C@H]1O2,-1.8
O=C(C[C@H]1C=C[C@H](NC(=O)Nc2cc(F)ccc2F)[C@H](CO)O1)Nc1ccccc1,-2.2
CO[C@@H]1CN(C)C(=O)c2cc(NC(C)=O)ccc2OC[C@H](C)N(Cc2cccnc2)C[C@H]1C,-1.0
O=C(Nc1ccc(Cl)c(Cl)c1)N[C@H]1CC[C@@H](CCNC(=O)c2ccc(F)cc2)O[C@@H]1CO,4.6
CC(C)C#Cc1cnc2c(c1)C(=O)N([C@H](C)CO)C[C@H](C)[C@H](CN(C)C(=O)c1cccc(F)c1)O2,-4.2
C[C@H]1CN([C@@H](C)CO)C(=O)Cc2cc(NC(=O)Cn3cnnn3)ccc2O[C@H]1CN(C)S(=O)(=O)c1cn(C)cn1,-1.4
C[C@@H]1CN([C@H](C)CO)C(=O)c2cc(NC(=O)C3CCCCC3)ccc2O[C@H]1CN(C)Cc1ccc2c(c1)OCO2,-0.8
C/C=C/c1cnc2c(c1)C(=O)N([C@@H](C)CO)C[C@H](C)[C@H](CN(C)C(=O)c1cccc(F)c1)O2,-1.1
COC(=O)[C@H]1[C@H](CO)[C@H]2Cn3c(ccc(-c4ccc(OC)cc4)c3=O)[C@H]2N1C,0.5
O=C(Nc1ccc(Cl)c(Cl)c1)N[C@H]1CC[C@H](CCNC(=O)c2ccc(F)cc2)O[C@H]1CO,1.3
C[C@@H]1CCCCO[C@H](CN(C)Cc2ccc(C(F)(F)F)cc2)[C@@H](C)CN([C@H](C)CO)C(=O)c2cc(NS(=O)(=O)c3cccs3)ccc2O1,-0.2
COCC(=O)N(C)C[C@@H]1Oc2cc(C#CCN(C)C)ccc2S(=O)(=O)N([C@H](C)CO)C[C@@H]1C,-0.6
C[C@@H]1CN([C@H](C)CO)C(=O)c2cc(NC(=O)C3CC3)ccc2O[C@@H]1CN(C)C(=O)Nc1ccc(C(F)(F)F)cc1,-1.1
Cc1ccc(S(=O)(=O)N(C)C[C@H]2Oc3ncc(-c4ccncc4)cc3C(=O)N([C@@H](C)CO)C[C@@H]2C)cc1,2.7
CN(C)CC(=O)N[C@@H]1CC[C@H](CC(=O)NCc2ccccc2F)O[C@H]1CO,-1.6
CN(C)C(=O)C[C@@H]1CC[C@H]2[C@@H](COC[C@H](O)CN2C(=O)c2ccncc2)O1,4.9

# The list goes on.
SMILES,Mtb BioA inh
CCCNC(=O)N[C@@H]1CC[C@@H](CCn2cc(C3CCCC3)nn2)O[C@@H]1CO,2.5
CN1C(=O)c2cc(NC(=O)NC3CCCC3)ccc2OC[C@@H]2O[C@@H](CC(=O)NCC3CC3)CC[C@@H]21,-1.4
C[C@@H]1CCCCO[C@@H](CN(C)S(C)(=O)=O)[C@@H](C)CN([C@@H](C)CO)C(=O)c2cc(NC(=O)CCC(F)(F)F)ccc2O1,-4.3
COCCN(C[C@H]1N[C@H](CO)[C@H]1c1ccc(-c2cccc(F)c2)cc1)C(C)=O,3.9
CCNC(=O)C[C@H]1CC[C@@H]2[C@H](COc3ccc(NC(=O)c4cccs4)cc3C(=O)N2C)O1,8.8
C[C@H](CO)N1C[C@H](C)[C@@H](CN(C)C(=O)C2CCCCC2)Oc2ncc(Br)cc2C1=O,3.0
COCC(=O)N1CCCCN2[C@H](C1)[C@H](c1ccc(C#Cc3cccnc3)cc1)[C@@H]2CO,-2.9
CO[C@H]1CN(C)C(=O)c2cc(NC(=O)C3CCC3)ccc2OC[C@@H](C)N(C(=O)NC(C)C)C[C@@H]1C,-2.4
CN1c2ccc(C#Cc3cccnc3)cc2[C@H]2[C@H](CCN2C(=O)CN2CCOCC2)[C@@H]1CO,19
C[C@@H]1CCCCO[C@@H](CN(C)C(=O)c2ccccc2)[C@H](C)CN([C@@H](C)CO)C(=O)c2cc(NC(=O)Nc3ccccc3)ccc2O1,2.1
Cc1noc(C)c1NC(=O)Nc1ccc2c(c1)C(=O)N([C@@H](C)CO)C[C@H](C)[C@H](CN(C)S(=O)(=O)c1ccc(F)cc1)OCCCC[C@H](C)O2,3.7
C[C@H](CO)N1C[C@H](C)[C@H](CN(C)S(=O)(=O)c2ccccc2)OCCCC[C@H](C)Oc2ccc(NC(=O)Nc3ccc4c(c3)OCO4)cc2C1=O,0.5
COc1ccc(S(=O)(=O)Nc2ccc3c(c2)C(=O)N([C@@H](C)CO)C[C@@H](C)[C@H](CN(C)Cc2ccc(C(=O)Nc4ccccc4N)cc2)OCCCC[C@@H](C)O3)cc1,-2.3
CO[C@H]1CN(C)C(=O)c2cc(NC(=O)C3CCCCC3)ccc2OC[C@H](C)NC[C@@H]1C,-3.9
CS(=O)(=O)N1[C@@H](C#N)[C@@H](c2ccc(C#Cc3cccc(F)c3)cc2)[C@@H]1CO,0.2
CO[C@H](CN(C)CC1CCOCC1)[C@H](C)CN(C(=O)Nc1ccc(F)cc1)[C@H](C)CO,-0.7
C[C@H]1CN([C@@H](C)CO)C(=O)c2cccc(NC(=O)C3CCOCC3)c2O[C@H]1CN(C)C(=O)Nc1ccccc1,1.2
COc1ccc(-c2ccc([C@@H]3[C@@H](CO)N(C(=O)c4cccnc4)[C@H]3C#N)cc2)cc1,-0.7
CCN(C[C@H]1N[C@@H](CO)[C@@H]1c1ccccc1)C(=O)c1ccncc1,0.8
O=C(C[C@H]1CC[C@H]2[C@@H](COC[C@H](O)CN2S(=O)(=O)c2cccc(Cl)c2)O1)N1CCOCC1,1.1
CCS(=O)(=O)N[C@H]1CC[C@@H](CC(=O)NCc2ccc(Cl)cc2)O[C@@H]1CO,2.7

# Five entries from above, tab-delimited.
structure	Mtb BioA inh
COCC(=O)N1CCCCN2[C@H](C1)[C@H](c1ccc(C#Cc3cccnc3)cc1)[C@@H]2CO	-2.9
C[C@H]1CN([C@@H](C)CO)C(=O)Cc2cc(NC(=O)Cn3cnnn3)ccc2O[C@@H]1CN(C)C(=O)Nc1ccc2c(c1)OCO2	-2.2
CO[C@@H]1CN(C)C(=O)c2cc(NC(C)=O)ccc2OC[C@H](C)N(Cc2cccnc2)C[C@H]1C	-1.0
C[C@@H]1CN([C@H](C)CO)C(=O)c2cc(-c3cccc(C(=O)N(C)C)c3)cnc2O[C@@H]1CN(C)S(=O)(=O)c1cccc(F)c1	-1.4
COc1ccc(CN(C)C[C@H]2Oc3ccc(NC(=O)C4CCCCC4)cc3CC(=O)N([C@H](C)CO)C[C@@H]2C)cc1	4.6

# These rows are one share of the data; rates above refer to the full screens.
